High-throughput results: PubChem BioAssay, The Scripps Research Institute Molecular Screening Center
TEAD-YAP block: TEAD-YAP interaction inhibition; hit rate 1.4% among 640,000; inhibition, % at 9.12 µM; HEK-TIYL cells, TEAD-Gal4/YAP UAS-luciferase luminescence; in the data active = inhibition above about 32%;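 also: 0% = median of test compound wells and 100% = reference inhibitor wells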
GPR151 activ: activates the human receptor GPR151; Q8TDV0; AID 1508602; activation, % at 11.2 µM; PathHunter beta-arrestin GPR151 cells, luminescence; hit rate 1% among 650,000; in the data active = activation above about 4.9%;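 also: 0% = median of compound wells and 100% = cells with positive control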
Target sequence (Q8TDV0 whole entry, looked up): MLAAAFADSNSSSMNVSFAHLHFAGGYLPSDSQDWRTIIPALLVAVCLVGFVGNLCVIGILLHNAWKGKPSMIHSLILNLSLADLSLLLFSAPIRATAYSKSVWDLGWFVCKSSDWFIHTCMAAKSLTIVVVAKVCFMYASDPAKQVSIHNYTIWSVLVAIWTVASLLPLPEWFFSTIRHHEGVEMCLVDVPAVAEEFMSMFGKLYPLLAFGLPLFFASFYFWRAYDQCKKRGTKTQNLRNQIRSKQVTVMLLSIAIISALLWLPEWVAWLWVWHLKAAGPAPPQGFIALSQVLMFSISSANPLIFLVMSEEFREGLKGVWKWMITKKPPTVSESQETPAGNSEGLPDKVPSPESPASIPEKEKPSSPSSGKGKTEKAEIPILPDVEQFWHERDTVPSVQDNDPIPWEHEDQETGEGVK
FBW7 activator: activators of human E3 ligase FBW7; AlphaScreen FBW7–phospho-cyclin E peptide binding, activator screen; normalized activity (activation), % at 26.1 µM; hit rate 0.13% among 650,000; AID 1259310; in the data active = normalized activity above about 1.9%;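 also: purified mutant Fbw7 with reduced substrate affinity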
MITF inh: human MITF inhibition, primary screen | AlphaScreen MITF homodimerization, bead proximity signal | hit rate 0.91% among 650,000 | inhibition, % at 2.6 µM | O75030; in the data active = inhibition above about 50%;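 also: 0% = vehicle wells with protein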
Target sequence (O75030 whole entry, looked up): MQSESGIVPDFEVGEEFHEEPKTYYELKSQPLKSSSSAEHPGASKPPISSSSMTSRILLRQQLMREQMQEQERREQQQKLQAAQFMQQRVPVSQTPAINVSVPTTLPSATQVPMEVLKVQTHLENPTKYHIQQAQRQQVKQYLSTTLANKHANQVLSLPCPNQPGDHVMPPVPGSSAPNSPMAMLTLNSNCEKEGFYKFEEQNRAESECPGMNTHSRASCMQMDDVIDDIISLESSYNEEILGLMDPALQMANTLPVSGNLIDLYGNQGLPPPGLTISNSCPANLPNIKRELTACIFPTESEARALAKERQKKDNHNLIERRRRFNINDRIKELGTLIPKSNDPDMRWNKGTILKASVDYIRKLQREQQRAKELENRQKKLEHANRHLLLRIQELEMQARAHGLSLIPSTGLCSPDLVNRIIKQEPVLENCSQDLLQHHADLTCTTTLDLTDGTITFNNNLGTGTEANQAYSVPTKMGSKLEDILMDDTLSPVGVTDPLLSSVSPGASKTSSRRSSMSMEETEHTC
An asterisk follows results filed as active.

SMILES	TEAD-YAP block	GPR151 activ	FBW7 activator	MITF inh
COc1ccc(C[C@@H]2NC(=O)[C@H]3CN(C(=O)c4ccc(OC)cc4)CCN3C2=O)cc1	-1	-0.6	0.2	-6
COC(=O)c1ccc(Nc2cnn(C34CC5CC(CC(C5)C3)C4)c(=O)c2Cl)cc1	4	-1.1	0.0	16
COc1ccc(NC(=O)CN2CCC(C(N)=O)CC2)cc1	-6	0.9	0.0	-2
Cc1ccc(S(=O)(=O)Nc2ccc(S(=O)(=O)Nc3ccccc3Cl)cc2)cc1	4	-1.6	-0.2	1
CCCC(=O)N1c2ccccc2NC2=C(C(=O)CCC2)C1c1ccco1 (stereo not given)	6	-1.2	0.0	19
CCOC(=O)c1ccc(NC(=S)NNC(=O)c2ccccn2)cc1	6	-0.3	-0.6	116*
Cn1ccc(-c2nnc(NC(=O)CC(c3ccccc3)c3ccccc3)o2)n1	3	-0.1	-0.7	2
COC(=O)/C(=C/c1ccc(N(C)C)cc1)NC(=O)c1ccccc1	-4	-0.4	0.0	13
CCOC(=O)c1c(-c2ccccc2)oc2ccc(OCC(=O)OC)cc12	2	2.6	0.2	-7
O=C1NN(c2ccc(F)cc2)C(=O)/C1=C\c1cccn1-c1cccc([N+](=O)[O-])c1	-1	-0.1	0.3	12
CCN(CC)CCCNC(=O)C1CCCN(c2nc3ccccc3n2C)C1 (stereo not given)	0	-1.4	0.5	16
O=C(Cn1nnnc1CN1CCCCCC1)N1CCCCC1c1cccnc1 (stereo not given)	6	5.7*	0.2	9
Cc1ccc(-n2nc3c(c2NC(=O)c2cc([N+](=O)[O-])ccc2Cl)CSC3)c(C)c1	71*	0.6	0.1	16
N#CC(C#N)=C(C#N)NNC(=O)c1ccccc1	-2	-1.5	0.1	3
CCOC(=O)COc1ccc(C=C2C(=O)NC(=S)NC2=O)cc1Br	-5	1.4	0.0	0
COc1ccc(C(=O)Nc2nn3c(-c4cccc(C)c4)nnc3s2)cc1	-6	-0.3	0.0	1
CCOC(=O)c1cnc2ccc(OCC)cc2c1N1CCN(c2ccccc2OC)CC1	-1	0.3	0.1	17
CCc1ccc(-n2nc3ccc(NC(=O)c4cccnc4)cc3n2)cc1	-19	2.6	-0.1	-8
O=C(Nc1ccc(Cl)cc1Cl)c1cnccn1	-11	-0.3	0.0	5
CCOC(=O)c1nnc(-c2ccccc2)nc1N1CCOCC1	-3	-1.0	0.1	-2
CCc1ccc(S(=O)(=O)Nc2ccc3oc4c(c3c2)C(=O)CC(C)(C)C4)cc1	-5	-0.8	0.0	7
CCOC(=O)c1ccc(N2CCN(c3ccc(OC)cc3)CC2)c(NC(=O)Nc2ccc(OCC)cc2)c1	-2	1.0	-0.2	-10
COc1ccccc1-n1cc(-c2ccccc2)nc1SCC(=O)Nc1ccc(Cl)cc1	8	0.3	0.0	-2
CC1=C(C(=O)Nc2nc3ccccc3s2)C(c2cccc([N+](=O)[O-])c2)C2=C(CCCC2=O)N1 (stereo not given)	-2	-0.3	0.0	11
Cc1ccc(C(=O)NC(=S)Nc2ccc(C)cn2)cc1	1	-1.4	0.1	-7

Next section, starting with the last four of the part before.
SMILES	TEAD-YAP block	GPR151 activ	FBW7 activator	MITF inh
CCOC(=O)c1ccc(N2CCN(c3ccc(OC)cc3)CC2)c(NC(=O)Nc2ccc(OCC)cc2)c1	-2	1.0	-0.2	-10
COc1ccccc1-n1cc(-c2ccccc2)nc1SCC(=O)Nc1ccc(Cl)cc1	8	0.3	0.0	-2
CC1=C(C(=O)Nc2nc3ccccc3s2)C(c2cccc([N+](=O)[O-])c2)C2=C(CCCC2=O)N1 (stereo not given)	-2	-0.3	0.0	11
Cc1ccc(C(=O)NC(=S)Nc2ccc(C)cn2)cc1	1	-1.4	0.1	-7
Cc1ccc2c(c1)nnn2C1CCN(CC(=O)Nc2ccc(Br)cc2)CC1	8	0.7	0.0	10
CCOC(=O)C1=C(C)NC2=C(C(=O)C(C(=O)OCC)C(c3ccccc3OC)C2)C1c1ccc(N(CC)CC)cc1 (stereo not given)	0	2.1	0.0	-7
CS(=O)(=O)N(Cc1cccc(OCCN2CCCCC2)c1)C1CC1	-9	-0.4	-0.1	14
COc1cc(NC(=O)Cn2cnc3c2c(=O)n(C)c(=O)n3C)c(OC)cc1Cl	-1	-1.2	-0.2	0
SCCCCOc1cccc2ccccc12	5	0.7	0.1	-5
CSc1nc(C)cc(C)c1CN	4	0.3	0.1	9
CC[C@H](C)[C@H](NC(N)=O)C(=O)NCc1ccccc1OC	-4	-0.4	0.2	10
COc1ccc(C(C)(C)C)cc1NC(=S)Nc1ccc(S(N)(=O)=O)cc1	1	4.4	-0.2	-5
CCOCc1cc(CN2CCC(n3nccc3NC(C)=O)CC2)ccc1OC	8	1.3	0.0	9
CC1CCc2c(sc(NC(=O)c3ccco3)c2C(=O)N(C)C)C1 (stereo not given)	-1	2.4	0.0	5
O=C1c2ccccc2C(=O)C1C(c1cccc([N+](=O)[O-])c1)C1C(=O)c2ccccc2C1=O	5	0.5	0.0	5
O=C(Cc1ccc(F)cc1)Nc1ccccc1Cl	3	-0.2	0.3	12
Cc1sc(NC(=O)c2cc(F)c(F)cc2Cl)c(C(N)=O)c1C	9	-1.1	0.0	6
CC(C)OCCCNC(=O)C1CCN(S(=O)(=O)c2ccccc2)CC1	-1	0.7	-0.1	6
COc1ccc(-c2cccc(C(=O)Nc3cc(OC)c(OC)c(OC)c3)c2)cn1	-3	-0.5	0.0	6
COc1ccc2[nH]cc(CCn3ccc(O)c(C/C=C/c4ccccc4)c3=O)c2c1	6	-0.1	0.1	0
Cc1sc2nc(C3CC3)n3c(=O)n(CC(=O)NC(C)(C)C)nc3c2c1C	-3	0.3	0.0	-1
Cc1cccc(NC2C=CS(=O)(=O)C2)c1 (stereo not given)	3	0.3	0.1	17
COc1ccc(C2=N/C(=C\c3cccc(OC(C)=O)c3)C(=O)O2)cc1	8	-1.6	-0.1	-1
Cc1cc(C(=O)N(CC2CCCO2)c2nc3c(C)ccc(C)c3s2)on1 (stereo not given)	-1	-1.0	-0.2	12
CCOc1ccc(NC(=O)CSc2nc3ccc(Nc4nc(Nc5ccccc5)nc(N5CCCC5)n4)cc3s2)cc1	6	-1.0	0.0	9
O=C(N/C(=C\c1ccccc1Cl)C(=O)N1CC2CC(C1)c1cccc(=O)n1C2)c1cncc(Br)c1 (stereo not given)	2	-1.2	0.2	2
Cc1ccc([N+](=O)[O-])cc1N=Cc1c(C)cc(O)cc1O	-3	-0.1	0.0	-12
CNC(=O)[C@@H]1C[C@H](NCc2ccc(OC)cc2)CN1Cc1ccccc1	6	1.1	0.2	-1
CC(C)[C@H](NS(=O)(=O)c1ccc2c(c1)OCCO2)C(=O)Nc1ccc(F)cc1	-7	-0.9	0.6	16

Ordered by formula weight (falling): some entries from above
SMILES	TEAD-YAP block	GPR151 activ	FBW7 activator	MITF inh
COc1ccc(C(C)(C)C)cc1NC(=S)Nc1ccc(S(N)(=O)=O)cc1	1	4.4	-0.2	-5
CCOCc1cc(CN2CCC(n3nccc3NC(C)=O)CC2)ccc1OC	8	1.3	0.0	9
CC(C)OCCCNC(=O)C1CCN(S(=O)(=O)c2ccccc2)CC1	-1	0.7	-0.1	6
CC1CCc2c(sc(NC(=O)c3ccco3)c2C(=O)N(C)C)C1 (stereo not given)	-1	2.4	0.0	5
Cc1cccc(NC2C=CS(=O)(=O)C2)c1 (stereo not given)	3	0.3	0.1	17

Next section
SMILES	TEAD-YAP block	GPR151 activ	FBW7 activator	MITF inh
O=C(CNC(=O)c1ccccc1F)OCc1nc2ccc(Cl)cc2n1CCO	3	3.2	-0.1	-2
COc1cc(OC)c(C(=S)N2CCOCC2)cc1OC	-1	0.4	-0.2	-3
Cc1cc(=O)nc2c3ccccc3n(CC(=O)N3CCCC3)n12	-3	-1.5	0.0	-3
O=C1c2ccc(N3Cc4ccccc4C3)cc2C(=O)N1c1ccccc1	6	-0.6	0.0	11
Cc1cc(Br)cc(C)c1NC(=O)NC1(C(F)(F)F)Oc2ccccc2O1	-6	2.6	-0.1	-11
Cc1ccc(-c2ccc(/C=C3\Sc4ccccc4C3=O)o2)cc1Cl	3	-1.4	-0.1	15
O=C(Nc1ccc(-c2nc3ccccc3[nH]2)cc1)c1ccc(Cl)c(Cl)c1	-15	-0.4	-0.1	-6
COC(=O)c1ccc(C(=O)OCc2nc3cc4ccccc4cc3[nH]2)cc1	-5	0.6	0.7	5
CCN(CC)C(=O)[C@@H]1C[C@H](NC2CCCCCC2)CN1Cc1ccncc1	-1	0.5	0.0	-1
CC(=O)N1CCc2cc(S(=O)(=O)NC(C(=O)Nc3cc(C)cc(C)c3)C(C)C)ccc21 (stereo not given)	-1	0.0	0.3	3
O=C(NC1CCCc2ccccc21)c1ccc2c(c1)NC(=O)C(CS(=O)(=O)Cc1ccc(F)cc1)N2 (stereo not given)	2	2.0	-0.1	-6
Cc1ccc([N+](=O)[O-])c(OCCSc2nnnn2-c2ccccc2)c1	2	0.3	0.0	2
O=C(Nc1ccc(Oc2ccccc2)cc1)C1CCN(C(=O)c2ccc([N+](=O)[O-])cc2)CC1	5	-0.8	0.2	12
COc1cc(NS(=O)(=O)c2ccc(NC(=O)c3ccc(Cl)cc3)cc2)ncn1	-1	-0.1	-0.1	1
C=CCN1C(=O)NC(=O)/C(=C/c2ccc(OC)c(OC)c2)C1=O	-1	-0.9	0.2	9
CN1CCN(C(c2ccc(F)cc2)c2nnnn2Cc2ccccc2)CC1 (stereo not given)	7	0.3	-0.1	1
Cc1ccc(NN=c2c(=O)c3ccccc3c2=O)cc1	-39	0.1	0.2	27
CCOc1ccc2[nH]c(=O)c(C(c3nnnn3CCOC)N3CCOCC3)cc2c1 (stereo not given)	1	2.9	-0.1	9
CC(=O)COC(=O)CNC(=O)c1ccc(Br)cc1	-2	-0.3	0.2	-3
CC(=O)c1ccc(N2CCN(C(=O)c3cccn4c(=O)c5ccccc5nc34)CC2)cc1	-1	-0.5	0.1	0
COc1ccc(C[C@@H]2NC(=O)[C@H]3CN(C(=O)c4ccc(C(F)(F)F)cc4)CCN3C2=O)cc1	-6	1.4	0.0	22
COc1ccc(OCCCC(=O)Nc2cccc(C(C)=O)c2)cc1	-1	0.4	-0.1	3
COc1ccccc1Oc1ncnc2sccc12	4	-1.4	-0.1	-8
COc1ccccc1-n1c(C)cn2c3c(=O)n(Cc4ccc(C)cc4)c(=O)n(C)c3nc12	2	4.9	0.0	1
CCC(=O)Nc1ccc(NC(=O)c2cc3ccccc3o2)cc1	-45	-1.5	0.0	5

An excerpt from above, limited to TEAD-YAP block and MITF inh:
Compound | TEAD-YAP block | MITF inh
O=C(CNC(=O)c1ccccc1F)OCc1nc2ccc(Cl)cc2n1CCO | 3 | -2
COc1cc(OC)c(C(=S)N2CCOCC2)cc1OC | -1 | -3

(continued)
SMILES	TEAD-YAP block	GPR151 activ	FBW7 activator	MITF inh
CC1=C(C(=O)OCCc2ccccc2)C(c2cc3c(cc2Br)OCO3)C2=C(CCCC2=O)N1 (stereo not given)	-15	-0.3	0.1	-13
CC(NC(=O)CCc1nnc(C2CCCCC2)o1)c1ccc(F)cc1 (stereo not given)	8	-0.5	0.3	14
COc1ccc(-c2ccc(SCC(=O)NC(C)(C)C)nn2)cc1OC	1	1.6	-0.3	0
Cc1ccc(C(=O)N2CCC(C(N)=O)CC2)c(C)c1	7	2.0	0.3	7
Cc1[nH]c2c(ccc3ccccc32)c(=O)c1CN1CCCCC1	-11	-0.4	-0.1	-2
O=C(Nc1ccc(NC(=O)c2ccc(F)cc2)nc1)c1cccnc1	-5	1.8	0.1	15
NC(=O)c1ccc(N2CCCC2)c(NC(=O)c2ncoc2-c2cccs2)c1	6	0.1	0.2	17
CCOc1ccc(NC(=O)CSc2nc3n[nH]c(C)c3c(=N)n2-c2ccc(C)cc2)cc1	21	0.2	0.1	5
O=C(O)CCN1C(=O)c2ccc(NC(=O)CSCc3ccccc3)cc2C1=O	-4	-0.9	-0.1	14
CCC(=O)Nc1nnc(S(=O)(=O)N2CCc3ccccc32)s1	1	1.1	-0.1	-2
COc1ccccc1CC(=O)NCCc1ccc(S(N)(=O)=O)cc1	4	-1.1	-0.2	4
Cc1ccc2nc(C=O)nc(-c3ccccc3)c2c1	0	2.6	0.1	5
Nc1ncnc(NCCOC(=O)Nc2ccccc2)c1[N+](=O)[O-]	-25	-1.7	0.1	-4
O=C(Nc1ccccc1F)c1cc2c(=O)oc3ccccc3c2s1	-7	-0.7	0.0	-4
CCc1nnc2ccc(N3CCN(S(=O)(=O)c4ccc(F)cc4F)CC3)nn12	-5	2.4	0.1	2
CCOC(=O)c1c(NC(=O)CSC#N)sc2c1CCCC2	-6	-2.0	-0.1	-7
CN(Cc1cnccn1)C(=O)CC1C(=O)NCCN1Cc1ccc(F)cc1Cl (stereo not given)	-5	-1.6	-0.1	-3
CCOc1cc(/C=C2\SC(=N)N(c3nccs3)C2=O)ccc1OCCN1CCOCC1	9	-1.7	-0.6	6
CCOC(=O)COc1coc(CN2CCN(c3ccc(F)cc3)CC2)cc1=O	5	-0.9	0.1	2
O=C(CC1Sc2ccccc2NC1=O)NCc1ccc(Cl)cc1 (stereo not given)	6	-0.2	0.2	11
Cc1c(Cl)cccc1NC(=O)Cn1nc(C)n2cccc2c1=O	2	0.9	-0.2	-4
O=[N+]([O-])c1ccc(NS(=O)(=O)c2ccc3ccccc3c2)cc1	-13	-1.0	-0.1	-5
COCCNC(=S)Nc1ccccn1	-1	-1.1	-0.2	8
CCCCCC(=O)N1c2ccccc2NC2=C(C(=O)CC(c3ccc(F)cc3)C2)C1c1cccs1 (stereo not given)	2	2.0	-0.1	5
CCCCn1c(SCC(=O)Nc2ccccc2Cl)nc2c(oc3ccccc32)c1=O	7	-2.0	-0.1	-3
Cc1cccc(-c2noc(CCCC(N)=O)n2)c1	-11	-2.0	0.1	5
COc1ccc(C(=O)Nc2cnccn2)cc1[N+](=O)[O-]	6	-0.3	-0.1	8
